Assay outcomes (PubChem BioAssay)
PG9 binder – binders of HIV-1 gp120 antibody PG9, primary screen, biochemical, TR-FRET | TR-FRET gp120-PG9 antibody binding | inhibition, % at 6.7 µM | AID 624416, 2012 | 360,000 tested, 0.43% active | HIV-1 gp120 / PG9 antibody interaction; in the data active = inhibition above about 8.5%
SIAE primary – human SIAE inhibitors, primary screen, biochemical, fluorescence polarization, FP-Rh probe, 1536-well HTS. SIAE FP-Rh probe binding. inhibition, % at 9.66 µM. 370,000 tested, 0.69% active. AID 1053197, 2014;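 active = inhibition above a cutoff: mean of compounds within the control limits plus 3 SD of those, cut at about 17% in these data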;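 also: 0% = plate median of compound wells and 100% = probe without SIAE protein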
DDE Tn7 FP inh – inhibitors of Tn7 peptide binding to fibrin DD(E), primary screen, biochemical, fluorescence polarization, human fibrin, Tn7 probe. Fibrinogen beta chain (Homo sapiens), P02675. FP displacement of FITC-Tn7 peptide from fibrin DD(E); 0% = median of compound wells per plate. inhibition, % at 8.3 µM. 370,000 tested, 0.13% active. AID 720508, 2013;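 active = inhibition above the mean of compounds falling within the control limits plus 3 SD of them, cut at about 14% in these data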;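 also: 0% = plate median of compound wells and 100% = 10 µM Aha-Tn7 peptide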
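Test system: human clot-derived fibrin DD(E) complex / Quantity: 2 µM final DD(E) protein / Incubation: 10 min plus 3 h, room temperature / Measured by: fluorescence polarization / Benchmarks: high control of 10 µM Aha-Tn7 peptide / Replicates: singlicate testing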
PRMT1 FP inh – PRMT1 methyltransferase inhibitors, primary screen, biochemical, fluorescence polarization. recombinant PRMT1, activity-based probe fluorescence polarization. inhibition, % at 2.79 µM. 370,000 tested, 1.3% active. AID 652257, 2013;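 active = inhibition above about 21% made by adding two undisclosed values, limit read from the data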
TCR CD3 inh – inhibitors of human TCR-CD3 interaction, primary screen, biochemical, fluorescence, TAMRA-labeled TCR probe; AID 651800, 2012; 360,000 tested, 0.37% active; T-cell receptor (TCR); inhibition, % at 9.4 µM; in the data active = inhibition above about 19%;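 also: recombinant mutant TCR 2C K166C tagged with TAMRA read by polarization; 0% = receptor in buffer alone and 100% = receptor with positive control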
TDP2 absorb – human TDP2 enzyme inhibitors, primary screen, biochemical, epi absorbance, recombinant enzyme; Tyrosyl-DNA phosphodiesterase 2 (Homo sapiens), O95551; T5PNP hydrolysis, p-nitrophenol absorbance 415 nm; inhibition, % at 12.8 µM; 370,000 tested, 0.34% active; AID 720702, 2013;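 active = inhibition above the mean of all tested compounds plus 3 SD, set per campaign, cut at about 25% in these data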;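 also: 0% = DMSO with enzyme and 100% = buffer with substrate but no TDP2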
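Incubation: 2 h at 37 °C; Test system: recombinant human TDP2; Quantity: enzyme 120 nM; Read-out basis: percent inhibition; Medium: 50 mM Tris-HCl pH 7.5 with Mg2+, KCl, DTT, BSA; Repeats: single replicate; Compound: 12.8 µM single point, 1% DMSO; Signal: epi absorbance; Reagent: 5 mM T5PNP chromogenic substrate; Benchmarks: no-enzyme high, DMSO-plus-enzyme low.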
HTRA1 inhibitor – HTRA1 serine protease inhibitors, primary screen, biochemical, fluorescence polarization, HTS | 340,000 tested, 0.5% active | inhibition, % at 5.96 µM | recombinant HTRA1, FP-rhodamine activity-based probe | AID 504803, 2011; in the data active = inhibition above about 36%;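 also: 0% = enzyme with DMSO and 100% = wells lacking enzyme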
Target sequence (Q92743 whole entry, looked up): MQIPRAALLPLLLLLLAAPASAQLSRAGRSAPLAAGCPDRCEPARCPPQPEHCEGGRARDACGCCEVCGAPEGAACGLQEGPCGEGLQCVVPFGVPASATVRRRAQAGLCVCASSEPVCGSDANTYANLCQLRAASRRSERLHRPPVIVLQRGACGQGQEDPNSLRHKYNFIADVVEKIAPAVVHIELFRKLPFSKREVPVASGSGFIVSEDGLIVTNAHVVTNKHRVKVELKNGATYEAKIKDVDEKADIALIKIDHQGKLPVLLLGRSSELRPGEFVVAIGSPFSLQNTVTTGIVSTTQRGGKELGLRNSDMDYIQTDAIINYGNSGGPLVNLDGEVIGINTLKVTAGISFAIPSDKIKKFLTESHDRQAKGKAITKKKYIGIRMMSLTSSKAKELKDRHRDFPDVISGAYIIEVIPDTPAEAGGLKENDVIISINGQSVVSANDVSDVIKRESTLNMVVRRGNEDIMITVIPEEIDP
mABHD4 FP – ABHD4 inhibitors, primary screen, biochemical, fluorescence polarization, mouse. (Lyso)-N-acylphosphatidylethanolamine lipase (Mus musculus), Q8VD66. purified mABHD4, FP-Rh probe fluorescence polarization. inhibition, % at 8.92 µM. 370,000 tested, 0.54% active. AID 720543, 2013;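 active = inhibition exceeding the mean over every tested compound plus 3 SD, cut at about 30% in these data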;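 also: 0% = plate median of compound wells and 100% = S159A mutant with DMSO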
Target sequence (Q8VD66 whole entry, looked up): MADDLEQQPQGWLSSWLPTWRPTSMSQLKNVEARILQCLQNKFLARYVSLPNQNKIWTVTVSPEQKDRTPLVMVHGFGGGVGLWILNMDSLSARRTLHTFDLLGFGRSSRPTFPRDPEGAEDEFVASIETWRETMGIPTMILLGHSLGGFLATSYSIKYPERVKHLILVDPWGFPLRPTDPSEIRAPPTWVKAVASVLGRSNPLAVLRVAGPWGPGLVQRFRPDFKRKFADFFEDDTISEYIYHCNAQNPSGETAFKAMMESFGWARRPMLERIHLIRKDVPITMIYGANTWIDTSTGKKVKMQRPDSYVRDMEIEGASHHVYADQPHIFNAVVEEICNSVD
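Assay system: mABHD4 protein; medium: HEPES pH 7.0, NaCl, Pluronic buffer; dosing: 8.92 µM, single dose; schedule: 45 min + 60 min at 25 °C; signal: FP readout, ex 525 nm / em 598 nm; read-out: normalized percent inhibition of probe labeling; repeats: single replicate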
UHRF1 MBD2 ctr – UHRF1 methylated DNA binding inhibitors, primary screen, counter-screen for MBD2 inhibitor project, biochemical, TR-FRET, human UHRF1, single concentration; AID 687016, 2013; inhibition, % at 4.4 µM; 370,000 tested, 0.75% active; E3 ubiquitin-protein ligase UHRF1 (Homo sapiens), Q96T88; UHRF1 binding to methylated oligo; in the data active = inhibition above about 21%;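 also: UHRF1 SRA domain binding a hemimethylated CpG hairpin DNA probe; 0% = median of test compound wells and 100% = reference inhibitor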
LEDGF integ inh – blockers of LEDGF/p75-dependent integrase strand transfer – biochemical, TR-FRET, high throughput, primary screen; TR-FRET IN-LEDGF/p75 DNA integration, Eu/Cy5; HIV-1 integrase (with human LEDGF/p75); 370,000 tested, 0.64% active; inhibition, % at 3.7 µM;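 active = inhibition above the screen-wide mean plus 3 SD, cut at about 13% in these data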;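 also: signal is the Cy5 over europium emission ratio at 671 and 618 nm; 0% = plate median of compound wells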
Active calls of the source: *; nt = no result given.

canonical_smiles	PG9 binder	SIAE primary	DDE Tn7 FP inh	PRMT1 FP inh	TCR CD3 inh	TDP2 absorb	HTRA1 inhibitor	mABHD4 FP	UHRF1 MBD2 ctr	LEDGF integ inh
COc1cccc(NC(=O)C2CCC(CNS(=O)(=O)c3cccs3)CC2)c1 (stereo not given)	-2.0	-0.4	-2.6	0.3	0.3	10.1	-4.3	-8.1	1.1	3.0
O=C(NNC1=C(C(=O)C(F)(F)F)CCC1)c1ccncc1	-1.6	9.4	0.9	3.3	-6.7	-4.6	-0.1	-3.2	-1.4	2.9
COc1ccc(Cc2nc3ccc(C(=O)N(C)Cc4nccn4C)cc3o2)cc1	0.0	0.5	-5.5	-9.3	-0.8	-9.8	10.9	-2.3	0.7	6.3
Cc1ccc(C(=O)OCC(=O)N(C)C2CCS(=O)(=O)C2)cc1[N+](=O)[O-] (stereo not given)	-0.8	-9.9	0.5	0.4	1.8	-5.6	2.8	1.6	2.0	0.8
CCSc1ncc(/C=N/Nc2ccc(F)cc2)n1C	-3.2	4.9	1.3	6.3	-5.6	2.6	4.3	6.2	0.8	-4.6
CC1CCN(C(=O)c2ccc(N3C(=O)C4CCC(C)CC4C3=O)cc2)CC1 (stereo not given)	1.1	-0.8	3.0	3.0	-3.5	4.4	2.7	2.8	3.6	-4.0
O=C(CSc1nnc(-c2ccccn2)o1)Nc1ccccc1F	-1.4	-3.4	-6.2	-2.1	-6.3	-7.0	3.3	-3.9	2.3	2.7
Cc1ccc(NNC(N)=S)cc1Cl	-0.8	0.6	5.5	28.0*	-2.6	-15.7	4.4	-0.7	1.7	-9.1
CC(C)NC(=O)N(C)C[C@H]1Oc2c(NC(=O)c3ccc(-c4nccs4)cc3)cccc2C(=O)N([C@@H](C)CO)C[C@H]1C	-0.3	3.2	0.1	-1.0	-5.0	-0.1	-11.1	-22.2	3.3	3.9
Cn1c(-c2ccsc2)c(-c2cccs2)c2cc(Br)ccc21	-2.5	7.4	0.9	-4.8	-3.4	3.6	0.5	16.0	-4.1	0.7
CC1(C)[C@H]2CC=C(CN3CCC(N4CCC(C(=O)N5CCCC5)CC4)CC3)[C@@H]1C2	-0.2	-1.7	3.7	-4.6	0.5	-13.0	5.5	2.2	-0.2	-1.1
CN(CCc1ccccn1)C(=O)CCC1CCCN(C(=O)c2c3c(nn2C)CCCC3)C1 (stereo not given)	-1.5	4.0	3.4	-0.9	1.2	-0.6	4.6	-1.9	-2.8	-0.7
O=C(CNC(=O)c1ccccc1)Nc1cccc(C(F)(F)F)c1	2.6	0.6	-4.5	-0.2	-6.5	5.3	-5.3	-14.9	0.3	5.1
Cn1c(NCc2ccco2)nc2c1c(=O)n(Cc1ccc(Cl)c(Cl)c1)c(=O)n2C	-2.4	4.0	-3.3	3.0	0.9	2.4	-1.5	5.4	-0.1	0.9
CCCc1nc2ccccc2n1CCOC	-1.0	-3.2	5.8	-1.2	7.7	1.5	12.5	6.5	-0.9	-2.6
COc1ccc(C(=O)C2CCCN(C(=O)c3csc(C(C)=O)c3)C2)c(C)c1 (stereo not given)	-0.1	2.0	7.4	0.2	1.0	-6.7	-0.4	2.8	-0.3	-1.2
Cc1ccc(C(=O)Oc2oc(-c3ccco3)nc2C=Nc2ccc(Cl)cc2)cc1	-0.8	7.7	-0.9	-1.7	3.6	1.6	-2.8	-2.1	-0.1	0.0
CCCCC(=O)N1CCN(C(=O)c2ccc3c(c2)nc(C)n3C2CCCC2)CC1	nt	1.2	-1.8	-5.3	nt	-7.2	nt	-5.2	3.4	6.4
CCN1C(=O)[C@H]2[C@@H](c3ccccc3)N[C@]3(CCCN(Cc4ccccc4)C3=O)[C@H]2C1=O	-0.7	-0.1	-4.5	9.9	-0.8	3.5	3.4	3.9	0.9	-1.9
Cc1ccccc1OCC(=O)OCC(=O)c1ccc[nH]1	0.3	3.6	-9.7	-1.8	-14.4	-10.7	0.6	-2.8	0.2	0.4
COc1ccc(NC(=O)Cn2nnc(-c3ccccc3NC(=O)c3ccco3)n2)cc1	0.9	-26.1	-2.3	1.2	-11.2	6.2	-16.1	-16.0	1.9	4.8
COc1ccc(C(=O)CSc2nnc(CN3CCCCC3)n2-c2ccc(F)cc2)cc1	-0.9	-2.6	4.5	2.4	-9.8	-1.1	-11.1	-3.3	2.4	0.8
CCCc1cc(C(=O)NCc2ccccc2)no1	-0.1	0.8	-3.0	7.0	-8.1	-3.9	3.4	-0.2	0.0	-6.3
CCn1c(SCC(=O)NC2CCCC2)nnc1-c1ccccn1	0.6	-0.3	-1.4	-1.6	4.8	1.8	-3.0	0.9	0.8	0.8

Reprinted from the part before: two entries, followed by the next part.
canonical_smiles	PG9 binder	SIAE primary	DDE Tn7 FP inh	PRMT1 FP inh	TCR CD3 inh	TDP2 absorb	HTRA1 inhibitor	mABHD4 FP	UHRF1 MBD2 ctr	LEDGF integ inh
CCCc1cc(C(=O)NCc2ccccc2)no1	-0.1	0.8	-3.0	7.0	-8.1	-3.9	3.4	-0.2	0.0	-6.3
CCn1c(SCC(=O)NC2CCCC2)nnc1-c1ccccn1	0.6	-0.3	-1.4	-1.6	4.8	1.8	-3.0	0.9	0.8	0.8
COc1ccc(-n2c(=O)n(Cc3ccccc3)c(=O)c3[nH]cnc32)cc1	-2.4	4.3	-1.7	-1.3	-0.8	3.8	-1.4	5.5	0.4	0.5
O=C(NCC1CCCN(Cc2cccc(OCCO)c2)C1)c1ccc(F)cc1 (stereo not given)	-2.3	-2.1	2.6	8.1	0.2	3.3	-0.3	5.8	1.0	2.0
N#Cc1c(N)nc2c3c(sc(=N)c2c1N)NC(=O)CC3c1c(F)cccc1Cl (stereo not given)	17.1*	0.1	6.1	1.4	10.1	-4.1	63.1*	35.1*	-1.8	2.4
COc1ccc(C(=O)Nc2nnc(-c3cccs3)s2)cc1	-0.1	-4.3	4.5	0.1	2.2	9.2	1.6	-0.6	0.3	2.1
COc1ccc(S(=O)(=O)N(C)CC(=O)NCc2ccccc2)cc1OC	-0.2	-3.7	-5.6	2.2	1.6	1.1	-2.9	1.0	1.1	-1.5
COc1cc2cnc(-c3ccsc3)cc2cc1OC	-0.4	-5.3	-5.0	2.0	-10.2	8.8	-8.1	0.2	-6.2	-2.3
CCN1C(=O)C(CC(=O)Nc2c(C)cccc2C)SC1=Nc1ccc(S(N)(=O)=O)cc1 (stereo not given)	-2.1	-1.1	5.0	4.7	-9.7	2.2	-3.5	-5.2	7.7	-2.2
CN1CCN(NC(=O)NC2CCCCC2)CC1	0.1	-4.6	-10.7	-3.8	-11.5	-24.4	6.2	-5.0	4.8	0.5
COc1ccc(NC(=O)c2ccc3c(c2)C(=O)N(CC2CCCO2)C3=O)c(OC)c1 (stereo not given)	-1.1	-6.0	3.2	-0.3	7.1	-2.3	-5.7	-1.0	-0.5	-3.1
Cc1cc(=O)[nH]c2ccccc12	-0.5	1.6	0.2	0.4	-0.2	-2.7	4.2	1.0	1.8	-0.6
Cc1ccc(-c2csc(=S)[nH]2)cc1	1.1	3.8	3.2	22.4*	-4.0	-9.3	6.7	-0.7	0.2	-6.6
COc1ccc(CNC(=O)[C@@H](Cc2ccccc2)NC(=O)[C@H]2O[C@@H](n3ccc(=O)[nH]c3=O)[C@H](O)[C@@H]2O)cc1	-1.4	-1.8	-2.4	-0.7	9.7	0.5	nt	0.5	-0.3	-6.0
COc1ccc(S(=O)(=O)Nc2cc3c4c(c2)CC(=O)N4CCC3)cc1	-1.1	1.5	3.5	4.7	-1.3	-2.2	-5.1	8.0	-2.4	-3.0
O=c1c(F)cn(C2CCCO2)c(=O)n1Cc1ccc(Cl)cc1 (stereo not given)	-2.6	-4.7	8.0	5.3	-1.7	3.4	-1.7	-6.7	3.1	-3.3
CCc1cc(C(=O)N2CCCC(C(=O)c3ccc(OC)c(F)c3)C2)n(C)n1 (stereo not given)	-1.3	5.9	-3.1	0.1	-2.7	-8.3	-1.9	4.0	-2.5	-0.4
CC1CCCCC1NC(=O)COC(=O)/C=C/c1ccc2c(c1)OCO2 (stereo not given)	-0.7	-0.3	-1.9	0.7	-2.7	3.6	13.0	9.2	2.0	-2.0
COc1ccc(NC(=S)NCCN2CCC(C)CC2)cc1Cl	0.9	3.0	4.2	48.0*	-3.3	2.4	-1.1	1.7	4.3	-0.6
CC(C)(C)c1ccc(C(=O)NCc2cccnc2)cc1	1.2	-4.3	-0.9	-2.2	8.7	-1.0	1.5	3.5	-0.6	-0.1
COc1ccc(S[C@]2(C(=O)N3CCCC3)CC(=O)N(c3ccc4c(ccn4C)c3)[C@@H]2c2ccc(OC)cc2)cc1	nt	7.0	1.6	7.3	nt	1.6	nt	9.6	-3.5	-1.0
CC(=O)c1c(C)[nH]c(C(=O)COC(=O)c2ccc(Cl)nc2)c1C	0.3	4.3	-6.7	-2.2	-4.0	-2.0	0.8	1.2	-0.2	4.3
Cc1n[nH]c(=O)c2c1nnn2Cc1ccccc1Cl	-2.0	1.0	-4.6	8.3	0.3	1.9	5.9	3.1	1.3	1.8
COc1ccc(S(=O)(=O)N2CCOCC2)cc1NC(=O)CCCOc1ccc(C(C)=O)cc1	0.5	-0.9	1.6	-1.3	5.5	-1.8	0.3	0.3	-0.3	3.7
COc1ccc(CNc2cc(C)ccn2)cc1	-1.0	4.5	4.5	3.0	-10.7	-4.4	-7.5	8.3	1.3	-7.1
COC(=O)/C(=C\c1ccc([N+](=O)[O-])o1)NC(=O)c1ccccc1	-2.9	-2.4	-4.9	2.9	-1.1	3.8	2.2	0.5	5.2	2.9
Cn1c(SCC(=O)Nc2nc3c(s2)CCCC3)nnc1-c1ccccc1	2.3	-0.3	9.1	2.0	6.2	-5.2	-3.4	-3.8	-2.7	-5.0
C/C(=N\NC(=O)c1c(Cl)c(C)nn1C)c1ccc(NC(=O)COc2ccc(Cl)cc2C)cc1	-2.6	-6.5	-5.5	-1.6	4.4	9.9	-1.2	-0.7	-2.2	-1.7

Outcome played no part in choosing rows; 4.2% or so of the library scored in one or more.
